MEX-5 binding: C. elegans MEX-5 TCR-2 RNA binding activity; activity score (negative = inhibition of binding), % at 10 µM; AID 1832; Q9XUB2; hit rate 0.38% among 300,000; MEX-5/FITC-TCR2 RNA binding, fluorescence polarization; stronger effect = lower value;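 active = inhibition past about -25% in most replicates, and total fluorescence under double the plate's negative control median, limit read from the data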;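 also: 0% = DMSO and -100% = 5 µM competing unlabeled TCR2 RNA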
Target sequence (Q9XUB2 whole entry, looked up): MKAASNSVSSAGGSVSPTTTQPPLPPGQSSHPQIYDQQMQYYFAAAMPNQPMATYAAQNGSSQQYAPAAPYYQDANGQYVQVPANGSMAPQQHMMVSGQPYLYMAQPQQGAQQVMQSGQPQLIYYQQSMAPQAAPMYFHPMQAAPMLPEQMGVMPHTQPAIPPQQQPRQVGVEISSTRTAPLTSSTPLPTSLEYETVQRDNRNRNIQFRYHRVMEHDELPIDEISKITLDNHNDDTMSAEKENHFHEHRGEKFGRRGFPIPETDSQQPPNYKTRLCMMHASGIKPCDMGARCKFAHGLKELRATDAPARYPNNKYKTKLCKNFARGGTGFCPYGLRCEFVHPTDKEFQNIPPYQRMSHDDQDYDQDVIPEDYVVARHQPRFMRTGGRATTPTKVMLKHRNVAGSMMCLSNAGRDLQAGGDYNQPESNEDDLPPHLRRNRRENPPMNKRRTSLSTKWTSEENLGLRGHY
Bcl-xL primary: inhibitors of human Bcl-xL | hit rate 0.7% among 320,000 | Q07817 | inhibition, % at 10.9 µM | GST-Bcl-xL / FITC-Bim BH3 peptide fluorescence polarization | AID 2129;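 active = inhibition above the mean of all tested compounds plus 3 SD, cutoff set per campaign, cut at about 30% in these data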;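 also: 0% = DMSO wells and 100% = unlabeled Bim-BH3 peptide competitor; inhibitors lower millipolarization by displacing the labeled peptide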
Efflux pump inh: antifungal efflux pump inhibition, Nile Red retention | S. cerevisiae Candida pump triplex | inhibition, % at 10 µM | hit rate 0.44% among 330,000;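 active = plate passing quality check with inhibition over a set limit, or well fluorescence over plate mean plus 4 SD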;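 also: Nile Red retained in pooled yeast measured as flow cytometry median fluorescence; 0% = buffer negative control and 100% = Enniatin B positive control; higher means more Nile Red kept so more efflux inhibition; some compounds called inactive have numbers as strong as hits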
MCL1 BIM primary: MCL1-BIM-BH3 interaction inhibition (human); Q07820; GST-MCL1 / FITC-Bim-BH3 fluorescence polarization; inhibition, % at 10.9 µM; hit rate 0.68% among 320,000; AID 2057;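 active = inhibition above the mean inhibition of all tested compounds plus 3 SD, set per campaign, cut at about 40% in these data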;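 also: 0% = DMSO wells and 100% = unlabeled Bim-BH3 peptide control; higher means more loss of mP so more displacement of Bim peptide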
ZTA counter: ZTA (EBV) inhibition in EBNA-1 counter-screen; ZTA-DNA binding, fluorescence polarization; AID 2234; hit rate 0.15% among 320,000; P03206; inhibition, % at 11 µM; in the data active = inhibition above about 33%
GLD-1 RNA inh: GLD-1-TGE RNA interaction inhibition (C. elegans) | purified GLD-1 + fluorescein TGE RNA, fluorescence polarization | Q17339 | inhibition, % at 5.96 µM | AID 2280 | hit rate 0.44% among 320,000;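 active = percent inhibition above a per-plate cutoff, the plate mean of test compounds plus 3 SD, cut at about 30% in these data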;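 also: 0% = DMSO wells with GLD-1 and probe and 100% = wells lacking GLD-1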
Target sequence (Q17339 whole entry, looked up): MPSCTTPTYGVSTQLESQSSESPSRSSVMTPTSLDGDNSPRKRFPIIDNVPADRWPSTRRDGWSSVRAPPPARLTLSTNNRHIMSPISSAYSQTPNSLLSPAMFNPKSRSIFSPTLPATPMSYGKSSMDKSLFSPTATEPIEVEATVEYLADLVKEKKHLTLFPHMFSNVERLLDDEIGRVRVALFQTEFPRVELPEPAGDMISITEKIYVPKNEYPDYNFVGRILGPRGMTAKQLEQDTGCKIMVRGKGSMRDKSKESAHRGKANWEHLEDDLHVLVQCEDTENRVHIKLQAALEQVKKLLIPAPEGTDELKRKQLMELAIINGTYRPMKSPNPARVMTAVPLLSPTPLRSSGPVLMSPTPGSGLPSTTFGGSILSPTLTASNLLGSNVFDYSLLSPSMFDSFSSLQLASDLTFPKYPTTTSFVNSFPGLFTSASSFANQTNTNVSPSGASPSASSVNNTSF
EBNA-1 inh: blocks EBNA-1 binding to DNA; EBNA-1 DNA binding, fluorescence polarization; inhibition, % at 14.8 µM; AID 1950; hit rate 0.34% among 300,000; in the data active = inhibition above about 28%
Fam108B inh: counter-screen for RBBP9 inhibitors: inhibitors of mouse Fam108B; hit rate 0.33% among 300,000; recombinant Fam108B, FP-Rh probe fluorescence polarization; inhibition, % at 9.51 µM;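 active = inhibition above the screen mean inhibition plus 3 SD, computed separately per campaign, cut at about 18% in these data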;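 also: inhibitors lower polarization as less probe binds the enzyme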
CR mimetic SO: lowers age-related superoxide in aged yeast cells | superoxide response (% of plate mean), % at 10 µM | S. cerevisiae aged cells, superoxide DHE fluorescence; stronger effect = lower value | hit rate 0.18% among 330,000;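 active = superoxide response under a set limit, about three screen SD below normal, cut at about 65% in these data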;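 also: yeast aged for seven days with compound at 30 °C before DHE staining; 100% = average MFI of all compound-treated wells on the plate with controls excluded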
* hit, by the source's call; . = not tested or not shown; & = joins results of further samples. The order is random; any-hit rate near 2.3%.

compound	MEX-5 binding	Bcl-xL primary	Efflux pump inh	MCL1 BIM primary	ZTA counter	GLD-1 RNA inh	EBNA-1 inh	Fam108B inh	CR mimetic SO
O=C(Nc1cnn(Cc2ccccc2)c1)c1nc2ncccn2n1	0.7	3	-0.1	-3	9	-29	1	6	91
CC(OC(=O)Cc1ccc(Br)cc1)C(=O)NC1CCCCC1C (stereo not drawn)	-0.4	2	0.2	-2	-5	-3	-17	-6	77
CCCOP(=O)(c1ccc(N(C)C)cc1)C(O)c1ccc(Cl)cc1Cl (stereo not drawn)	1.0	0	0.1	1	-2	2	7	-1	106
CCOc1ccc(OCCC(=O)OCC(=O)NNC(=O)c2ccccc2)cc1	-1.4	-10	0.0	-10	9	4	-8	-4	129
CCOC(=O)c1nnn(CC(=O)Nc2cccc(OC)c2)c1C(=O)OCC	-0.8	2	0.0	-3	1	-2	-5	-1	97
Cn1c(SCC(=O)NC(c2ccccc2)c2ccccc2)nnc1-c1cccs1	-0.1	1	0.0	-4	1	1	-1	-1	111
Cc1cc(C)n2nc(CNS(=O)(=O)c3ccc(F)cc3)nc2n1	-0.7	6	0.0	4	6	2	-3	-7	90
O=C1CC(N2CCN(c3cccc(C(F)(F)F)c3)CC2)C(=O)N1c1ccccc1 (stereo not drawn)	1.2	1	0.1	3	8	10	-1	1	107
CC(C)c1ccc(NC2CCCN(C(=O)CSc3nncn3C)C2)cc1 (stereo not drawn)	-0.8	7	-0.1	11	-1	6	4	-1	93
CCn1nnc2cc(C(=O)N(CCOC)CC(=O)Nc3cccc(C)c3C)ccc21	.	7	-0.3	10	-16	3	.	.	95
Cc1c(CCC(=O)NCCCn2ccnc2)c(=O)oc2c(C)c3occ(C(C)(C)C)c3cc12	1.1	1	0.3	-6	4	-4	-13	-2	101
NC(=O)CC(NC(=O)Cc1cccc2ccccc12)c1ccc(NCc2ccc(F)cc2)c([N+](=O)[O-])c1 (stereo not drawn)	-4.0	-3	0.3	-4	-1	-16	-10	-15	108
O=C1COc2ccc(C(=O)COc3ccc([N+](=O)[O-])cc3)cc2N1	-1.7	6	0.0	6	2	4	6	-1	112
O=C(C1CC1)N1CCc2cc(S(=O)(=O)NCC3COc4ccccc4O3)ccc21 (stereo not drawn)	-0.9	2	0.1	-1	8	2	2	2	97
O=C(CCn1c(=S)[nH]c2ccccc2c1=O)Nc1ccc(F)cc1	-0.4	3	-0.2	-1	13	1	16	-2	101
COc1ccc(/C=N/NS(=O)(=O)c2ccc(F)cc2)cc1CN1CCSCC1	-0.4	3	-0.1	1	15	3	7	0	92
O=C(NC1CCCN(Cc2ccc(Cl)cc2)C1)C1CCC1 (stereo not drawn)	-2.8	-3	-0.1	-2	-4	1	-5	-8	84
COc1ccc(C(C)=O)cc1CC(=O)N(Cc1ccccc1)c1ccccc1	-0.8	-1	-0.1	-14	1	8	10	0	100
Cc1nc2sc(C(c3cccc(F)c3)N3CC(C)OC(C)C3)c(O)n2n1 (stereo not drawn)	1.1	-1	0.3	3	12	-7	-15	-3	109
CCOc1ccc(NS(=O)(=O)c2ccc(C(=O)NC3CCN(Cc4ccccc4)CC3)cc2)cc1	1.2	11	0.1	3	18	2	2	-3	98
CCCSc1cc(NCCOC(C)=O)c([N+](=O)[O-])c2nonc12	-1.9	1	-0.1	5	5	0	9	6	108
S=c1[nH]nc(C2CCCCC2)n1Cc1ccccc1	-1.3	-12	-0.1	-8	-6	8	-6	-2	88
COc1c(C)oc2cc(O)ccc2c1=O	3.0	4	-0.1	-1	4	2	5	0	99
Cn1nc(CC(=O)NC2CCCCC2)c2ccccc2c1=O	1.6	2	-0.1	11	-6	-5	-1	2	91
CCN1CCN(c2ccc([N+](=O)[O-])cc2C(=O)c2ccc(Cl)cc2)CC1	0.2	-2	-0.1	-1	-1	7	5	3	109

Sorted by the number under Bcl-xL primary (lowest first): some entries from above
| SMILES | MEX-5 binding | Bcl-xL primary | Efflux pump inh | MCL1 BIM primary | GLD-1 RNA inh | EBNA-1 inh |
| --- | --- | --- | --- | --- | --- | --- |
| O=C1CC(N2CCN(c3cccc(C(F)(F)F)c3)CC2)C(=O)N1c1ccccc1 (stereo not drawn) | 1.2 | 1 | 0.1 | 3 | 10 | -1 |
| COc1ccc(/C=N/NS(=O)(=O)c2ccc(F)cc2)cc1CN1CCSCC1 | -0.4 | 3 | -0.1 | 1 | 3 | 7 |
| CCn1nnc2cc(C(=O)N(CCOC)CC(=O)Nc3cccc(C)c3C)ccc21 | . | 7 | -0.3 | 10 | 3 | . |

Further results.
compound	MEX-5 binding	Bcl-xL primary	Efflux pump inh	MCL1 BIM primary	ZTA counter	GLD-1 RNA inh	EBNA-1 inh	Fam108B inh	CR mimetic SO
COc1ccc2c3c1O[C@H]1C[C@@H](O)C=C[C@@]31CCN(C)C2	2.6	8	0.2	7	9	3	0	5	105
CCC(Sc1nnc(-c2ccco2)n1C)C(=O)Nc1nnc(C)s1 (stereo not drawn)	-1.7	-1	-0.1	2	-7	8	-8	3	99
Cc1cc2c(Nc3cccc(O)c3)ncnc2s1	3.0	2	0.1	1	-6	1	-4	-2	114
CC(OC(=O)/C=C/c1ccc(Br)cc1)C(=O)N1CCOCC1 (stereo not drawn)	0.3	6	0.0	-3	-3	6	1	0	101
O=C(CC1C(=O)NCCN1Cc1c(F)cccc1Cl)NC1CCCC1 (stereo not drawn)	-1.5	-2	0.1	0	5	5	-11	1	84
O=C(COc1cccnc1[N+](=O)[O-])NCc1cccs1	-1.2	4	-0.1	3	6	4	2	0	104
COc1ccccc1NC(=O)c1ccc2[nH]c(C)c(C)c2c1	0.6	4	-0.1	1	12	-1	18	1	82
O=C(NCCc1ccc(C(F)(F)F)cc1)c1ccc2c(c1)OCO2	.	2	-0.1	-3	5	3	.	.	103
CCOC(=O)c1c(NC(=S)Nc2ccc(F)cc2)sc2c1CCC2	-2.4	-1	0.3	11	-5	9	0	2	111
Cc1sc(NC(=O)CN2CCN(c3ccccn3)CC2)c(C#N)c1C	1.2	1	0.0	-3	0	2	4	-4	108
NC(=O)/C(=C\c1cccnc1)NC(=O)c1ccccc1	1.7	6	-0.1	6	17	0	7	0	103
COc1ccc2c(C)cc(SCC(=O)NCC3CCCO3)nc2c1 (stereo not drawn)	.	3	-0.1	-2	7	2	.	.	93
Cc1ccc(N(C(=O)c2ccco2)C(C(=O)NC2CCCC2)c2cccnc2)cc1 (stereo not drawn)	0.9	-5	0.0	-4	0	-8	4	1	96
O=C(Nc1nnc(COc2ccccc2)s1)C1CCN(S(=O)(=O)c2ccc(Cl)cc2)CC1	1.0	5	-0.3	2	-7	-1	13	-6	106
Cc1occc1C(=O)N/N=C/C1=C(N2CCOCC2)C(=C\c2ccc(Cl)cc2Cl)/CC1	-54*	-2	0.0	0	-8	9	-6	4	78
CC(C)CS(=O)(=O)C1=NSC2=NC(=O)/C(=C\c3ccc(OC(=O)c4ccco4)cc3)C(=N)N21	-2.3	-9	0.2	-11	-4	-8	-11	-4	114
Cc1ccc(NC(=O)Nc2cc(C)on2)cc1	0.3	0	0.0	4	13	-3	-1	1	123
O=C(NCCO)C(c1ccccc1)c1ccccc1	0.8	4	-0.2	6	1	7	-6	-1	106
COc1ccccc1CN1CC(C(=O)N2CCC(OC)CC2)CCC1=O (stereo not drawn)	-0.6	4	-1.2	-2	-12	8	-4	-3	109
S=C(Nc1ccc(Cl)c(Cl)c1)NC1CCCCC1	1.2	3	-0.1	5	-12	8	-1	-4	105
Nc1c(N(CCC2=CCCCC2)C(=O)C2CC2)c(=O)[nH]c(=O)n1Cc1ccccc1	5.0	4	0.5	-7	10	6	-10	-1	96
CC(C)CN(C(=O)COC(=O)C12CC3CC(CC(O)(C3)C1)C2)C1CCS(=O)(=O)C1 (stereo not drawn)	0.3	3	0.0	2	8	1	-11	-10	103
CC1C(=O)N2CCCc3cc(S(=O)(=O)NCCc4ccccc4)cc1c32 (stereo not drawn)	2.4	6	0.0	6	-11	3	-3	0	87
Cc1ccc(C(=O)OCC(=O)Nc2ccc(S(N)(=O)=O)cc2)c(O)c1	-0.1	4	0.0	-6	1	4	6	2	104
COc1ccc(N(C)C2=NS(=O)(=O)c3ccccc32)cc1	1.5	7	-0.1	2	-8	0	-13	1	101

More records:
compound	MEX-5 binding	Bcl-xL primary	Efflux pump inh	MCL1 BIM primary	ZTA counter	GLD-1 RNA inh	EBNA-1 inh	Fam108B inh	CR mimetic SO
O=C(NCC(=O)N(c1cccnc1)C(C(=O)NC1CCCCC1)c1ccccc1F)c1ccco1 (stereo not drawn)	1.4	3	-0.3	2	-3	-4	11	-5	101
CC(C)C[C@H](NC(=O)c1nc[nH]c1C(=O)N1CCN(C(=O)OC(C)(C)C)CC1)C(=O)OCc1ccccc1	-0.5	4	0.0	8	-20	2	2	5	101
Cc1c(Cl)ccc2c(C(=O)NC(C)c3ccncc3)cc(-c3ccncc3)nc12 (stereo not drawn)	-2.9	3	0.0	3	3	-1	10	-8	90
Cc1cc(NC(=O)CCCC(=O)NCc2cccs2)no1	0.1	7	-0.1	11	-10	0	6	4	79
CCOC(=O)C1CCN(c2cc3c(cc2NC(=O)c2ccccc2)n(C)c(=O)n3C)CC1	2.3	4	-0.1	8	-30	0	-14	3	112
COc1ccc2[nH]c(C(=O)NCCN3CCOCC3)cc2c1	0.6	7	0.0	11	7	2	3	2	103
CCNc1nc(OCC)nc(N2CCC(Cc3ccccc3)CC2)n1	-0.4	3	0.2	0	14	-5	7	4	92
Oc1ccccc1/C=N/n1c2ccccc2c2ccccc21	-1.0	1	-0.1	3	5	0	-1	-2	91
Cc1ccc(-c2nc3c(c(=O)c4ccccc4n3C)c(=O)n2Cc2ccco2)cc1	-1.8	-1	0.3	-7	-1	1	-1	-5	98
CN(C(=O)CSc1nnc(N)s1)C1CCCCC1	0.9	-3	0.1	13	1	-9	-11	2	101
Cc1ccc(C(=O)C[n+]2cc(-c3ccccc3)n3c2CCCCC3)cc1	1.7&-1.6	-8&5	0.1&-0.1	-9&2	-14&5	-4&1	-4&3	-1&-2	97&105
CN(C)c1ccc(C(CNC(=O)Cc2cccc3ccccc23)N(C)C)cc1 (stereo not drawn)	1.5	5	0.1	4	1	2	-7	8	107
